Hep lipid drop – hepatic lipid droplet formation modulation. AML12 mouse hepatocytes, oleate lipid droplets, BODIPY imaging. inhibition, % at 6.5 µM. actives 0.4% (n = 240,000);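 active = lipid droplet intensity inhibited by at least 50%, with more than 500 cells counted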
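Test system: AML12 mouse liver cells; schedule: overnight exposure; technique: high-content imaging of BODIPY-stained droplets and DAPI nuclei; read-out: % inhibition of corrected integrated BODIPY droplet signal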
Salmonella PhoP GFP – PhoP-dependent GFP reporter repression – Salmonella Typhimurium, primary screen (AID 1863); S. Typhimurium PhoP-regulated promoter GFP reporter, 4 h; higher % means a stronger effect; inhibition, % at 50 µM; hits with a dose series show IC50 in µM; actives 0.16% (n = 300,000);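 active = inhibition over 29.93%, a cutoff 3 SD above the screen mean, later confirmed by dose response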;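 also: 0% = low Mg2+ inducing control and 100% = high Mg2+ repressing control; strong numbers were not always called active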
b-catenin transl – modulators of beta-catenin nuclear translocation; HeLa beta-catenin nuclear translocation, immunofluorescence imaging; nuclear translocation activity, % at 5 µM; actives 0.3% (n = 190,000); AID 1665;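 active = nuclear translocation activity above 50% at 5 µM, with a well cell count of 50 or more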;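 also: per-cell ratio of nuclear to cytoplasmic median beta-catenin stain intensity; plate controls were DMSO negative control for no effect and GSK-3 inhibitor IX positive control for full effect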
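Test system: HeLa cells, endogenous beta-catenin; Compound: single 5 µM dose plus 0.02–20 µM confirmation series; Times: compound exposure 24 h at 37°C; Signal: fluorescence imaging of beta-catenin antibody stain plus DAPI; Read-out: % activation, nuclear-to-cytoplasmic median beta-catenin signal ratio per cell.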
Insulin prom up – MIN6 insulin promoter up-regulation | MIN6 insulin promoter-GFP reporter, high-content imaging; stronger effect = higher value | z-score at 5 µM | AID 1625 | actives 0.3% (n = 190,000);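 active = z-score above 3 at 5 µM with at least 500 cells counted in the well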
T cell modulator – T cell immune modulation candidate | 2C CD8+ T cell-vesicle binding, flow cytometry; stronger effect = lower value | calls only at 7 µM | actives 0.068% (n = 330,000) | AID 2052;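 active = response, share of CD8 T cells binding vesicles, and their 90th percentile fluorescence all below set limits, cut at about 80% in these data, passing the limit was not always enough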
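Read-out – percent CD8+ FL2 mean versus row control · System – murine 2C transgenic CD8+ T lymphocytes · Times – 1.5 h cell–vesicle binding at 37 °C, then 20 min icy labelling · Control set – naked vesicles low, QL9 vesicles with vehicle high · Detection – cytometric PE anti-B7-1 and Alexa647 anti-CD8 signals after 1% paraformaldehyde fixation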
Insulin prom up cell count – also measured in Insulin prom up; calls as there; cell count; measured here: cytotoxicity, nuclei count;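 total cells summed across four imaged fields per well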
Hep lipid drop cells 6.5 µM – also measured in Hep lipid drop; calls as there; cell count; measured here: cell count, cytotoxicity flag;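 cells counted across two imaged fields per well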
b-catenin transl cell count 5 µM – also measured in b-catenin transl; calls as there; cell count; measured here: cell count, cytotoxicity flag
T cell modulator vesicle-bound % – second read-out of T cell modulator, no call of its own (marks repeat the call); double positive events, %; measured here: CD8+ vesicle-bound cell fraction;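 binding gate set so that unloaded-vesicle control wells show 10% double positive cells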
Numbers without * were called inactive; i = inactive; nt = no result given; & = joins results of further samples. A portion of the library (hit frequency here may not be typical).

SMILES | Hep lipid drop | Hep lipid drop cells 6.5 µM | Salmonella PhoP GFP | b-catenin transl | Insulin prom up | T cell modulator | T cell modulator vesicle-bound % | others
C/C=C1/C[N+]2(C)CCC34C(=C(C=O)[C@H]1C[C@@H]32)Nc1ccccc14 (stereo partly drawn) | nt | nt | -2% | nt | nt | i | 63
Oc1ccc2c3c1O[C@H]1[C@@H](O)CC[C@@]4(O)[C@@H](C2)N(CC2CCC2)CC[C@]314 | nt | nt | -6%&-11% | nt | nt | i | 25&22
Cc1nccc2c1[nH]c1ccc(Br)cc12 | nt | nt | 1% | nt | nt | i | 31
CCN1C[C@]2(CO)CC[C@H](OC)[C@@]34C5C[C@H]6[C@H](OC)C5[C@](O)(C[C@H]6OC)[C@@H](C(OC)C23)[C@@H]14 (stereo partly drawn) | nt | nt | 6% | nt | nt | i | 19
CN(C)Cc1c[nH]c2ccccc12 | nt | nt | 5% | nt | nt | i | 30
COc1ccc(N=Cc2c(O)n(C)c(=O)n(C)c2=O)cc1 | nt | nt | -2% | nt | nt | i | 54
CN1[C@@H]2CC[C@H]1CC(OC1c3ccccc3CCc3ccccc31)C2 (stereo partly drawn) | nt | nt | 7% | nt | nt | i | 48
COc1ccc(OC)c(NP(=O)(Oc2ccccc2)Oc2ccccc2)c1 | nt | nt | 9% | nt | nt | i | 24
COC1=CC(=O)O[C@@H](/C=C/c2ccccc2)C1 | nt | nt | 0% | nt | nt | i | 19
COC(=O)C1=C(c2ccc(S(C)(=O)=O)cc2)C[C@@H]2CC[C@H]1N2C(=O)NCc1cccc2ccccc12 | nt | nt | -2% | nt | nt | i | 37
O=C(CCC(=O)N1CC2C[C@@H](C1)Cn1c2cccc1=O)NCCc1ccccc1F | nt | nt | -7% | nt | nt | i | 52
S=C(NC1CCCCC1)N1CCC(c2cnc[nH]2)CC1 | nt | nt | 3% | nt | nt | i | 51
C=C1[C@H]2C[C@H]3[C@H]4N5C[C@]6(C)CCC[C@]47[C@H]([C@H]2O)[C@]3(C[C@]5(O)[C@H]67)[C@@H]1O | nt | nt | 4% | nt | nt | i | 29
CCN(CC)C(=O)c1ccc(NC(=O)c2ccc(-n3cncn3)c([N+](=O)[O-])c2)cc1 | nt | nt | 6% | nt | nt | i | 13
Cc1nnc2ccc(-c3cccc(C(F)(F)F)c3)nn12 | nt | nt | -4% | nt | nt | i | 49
O=[N+]([O-])c1ccc(C[n+]2c(-c3ccccc3)cc(-c3ccccc3)cc2-c2ccccc2)cc1 | nt | nt | -4% | nt | nt | i | 13
COC(=O)C1=C(c2cccc(OC)c2OC)C[C@@H]2CC[C@H]1N2C(=O)NCCCOC(C)C | nt | nt | 7% | nt | nt | i | 30
COc1ccc(CCN)cc1O | nt | nt | -3% | nt | nt | i | 55
CCCCC(CC)COC(=O)c1ccccc1C(=O)OCC(CC)CCCC (stereo not drawn) | nt | nt | 2% | nt | nt | i | 64
COC(=O)C1=C(c2cc3ccccc3s2)C[C@@H]2CC[C@H]1N2C(=O)NCc1ccc(C(F)(F)F)cc1 | nt | nt | -4% | nt | nt | i | 32
C[C@@H]1NCCc2cc(O)c(O)cc21 | nt | nt | -1% | nt | nt | i | 62
O=c1[nH]oc2c1CCNC2 | nt | nt | -5% | nt | nt | i | 24
C#CCOC(=O)C1=CCCN(C)C1 | nt | nt | 8% | nt | nt | i | 60
O=C1COc2ccc(C(=O)COC(=O)Cc3ccccc3)cc2N1 | nt | nt | -2% | nt | nt | i | 39
COC(=O)C1=C(c2ccccc2)C[C@@H]2CC[C@H]1N2C(=O)NCc1ccc(C(F)(F)F)cc1 | nt | nt | -5% | nt | nt | i | 44

Compounds from the list above that contain a CF3 group, in the order listed:
SMILES | Hep lipid drop | Hep lipid drop cells 6.5 µM | Salmonella PhoP GFP | b-catenin transl | Insulin prom up | T cell modulator | T cell modulator vesicle-bound % | others
Cc1nnc2ccc(-c3cccc(C(F)(F)F)c3)nn12 | nt | nt | -4% | nt | nt | i | 49
COC(=O)C1=C(c2cc3ccccc3s2)C[C@@H]2CC[C@H]1N2C(=O)NCc1ccc(C(F)(F)F)cc1 | nt | nt | -4% | nt | nt | i | 32
COC(=O)C1=C(c2ccccc2)C[C@@H]2CC[C@H]1N2C(=O)NCc1ccc(C(F)(F)F)cc1 | nt | nt | -5% | nt | nt | i | 44

The main list resumes; the 5 compounds before the break are reprinted first.
SMILES | Hep lipid drop | Hep lipid drop cells 6.5 µM | Salmonella PhoP GFP | b-catenin transl | Insulin prom up | T cell modulator | T cell modulator vesicle-bound % | others
C[C@@H]1NCCc2cc(O)c(O)cc21 | nt | nt | -1% | nt | nt | i | 62
O=c1[nH]oc2c1CCNC2 | nt | nt | -5% | nt | nt | i | 24
C#CCOC(=O)C1=CCCN(C)C1 | nt | nt | 8% | nt | nt | i | 60
O=C1COc2ccc(C(=O)COC(=O)Cc3ccccc3)cc2N1 | nt | nt | -2% | nt | nt | i | 39
COC(=O)C1=C(c2ccccc2)C[C@@H]2CC[C@H]1N2C(=O)NCc1ccc(C(F)(F)F)cc1 | nt | nt | -5% | nt | nt | i | 44
CC[C@@H](CO)C1CC2NC3CC4(c5ccccc5N(C)[C@@H]24)C(O)C31 (stereo partly drawn) | nt | nt | -6% | nt | nt | i | 24
CCCn1c(C)c(C(=O)c2cccc3ccccc23)c2ccccc21 | nt | nt | 0% | nt | nt | i | 48
CC(Cc1ccccc1)NC(=O)CCCCC(=O)NC(C)Cc1ccccc1 (stereo not drawn) | nt | nt | 5% | nt | nt | i | 26
O=C(Cc1c(Cl)cccc1Cl)N1CCN(Cc2ccccc2)CC1 | nt | nt | -2% | nt | nt | i | 32
ClC1=CCC2CN(CCN3CCCCC3)CC2C1 (stereo not drawn) | nt | nt | nt | -3.3 | -0.34 | i | 48 | Insulin prom up cell count=1262;b-catenin transl cell count 5 µM=1032
COc1ccc(NC(=O)c2cn(CCC#N)nc2-c2ccc(OC)c(OC)c2)cc1 | 0 | 845 | 0% | nt | nt | i | 60
O=CNc1ccc(OP(=O)(Oc2ccccc2)Oc2ccccc2)cc1 | -34 | 711 | 0% | nt | nt | i | 46
Cc1ccc(C(O)(c2ccc(C)c(C)c2)C2CN3CCC2CC3)cc1C (stereo not drawn) | -1 | 399 | -3% | nt | nt | i | 27
COc1ccc2c(c1)/C(=C/c1cnc[nH]1)C(=O)N2 | -14 | 773 | -2% | nt | nt | i | 11
COc1cc(/C=C/c2nc3ccccc3c(=O)n2-c2ccccc2O)ccc1O | 12 | 730 | 4% | nt | nt | i | 18
CCOc1cc2c(cc1OCC)-n1cccc1C(c1ccc(OC)c(OC)c1)NC2 (stereo not drawn) | 29 | 682 | -6% | nt | nt | i | 31
CCOC(=O)C1CCN(Cc2ccc(Cl)nc2)CC1 | -11 | 833 | -4% | nt | nt | i | 23
COc1ccccc1N1CCN(Cc2cccc(Br)c2)CC1 | 0 | 788 | -3% | nt | nt | i | 56
O=C(CCN1CCCCC1)Nc1ccc(Br)cc1C(=O)c1ccccc1 | -6 | 837 | 6% | nt | nt | i | 35
Cn1c(O)c(/C=C2\C=Nc3ccc(Br)cc32)c(=O)n(C)c1=O | -6 | 868 | -5% | nt | nt | i | 21
COc1cc2c(c(OC)c1OC)-c1ccc(O)c(=O)cc1C(NC(C)=O)CC2 (stereo not drawn) | -114 | 507 | -6% | nt | nt | i | 34
O=C(c1ccc(F)c([N+](=O)[O-])c1)N1CC2CC(C1)c1cccc(=O)n1C2 (stereo not drawn) | 4 | 707 | 2% | nt | nt | i | 37
COc1ccc(N2CCN(CCc3ccncc3)CC2)cc1 | 5 | 805 | 16% | nt | nt | i | 28
O=S(=O)(c1ccccc1)N1CCN2CCCC2C1 (stereo not drawn) | 1 | 879 | 1% | nt | nt | i | 59
COc1ccc(CNCCc2ccc3c(c2)OCO3)c(OC)c1OC | -19 | 776 | 6% | nt | nt | i | 31
N#Cc1ccc(NC(=O)CN2CCCCCC2)cc1Cl | -10 | 699 | 9% | nt | nt | i | 33
O=C(CCC(=O)N1CC2C[C@@H](C1)Cn1c2cccc1=O)NCCc1ccccc1 | 0 | 782 | 4% | nt | nt | i | 22
CCOC(=O)C1(CCc2ccccc2)CCN(Cc2ccc(NC(C)=O)cc2)CC1 | -11 | 810 | -2% | nt | nt | i | 58
COc1cc(/C=C/c2nc3ccccc3c(=O)n2-c2ccc(O)cc2)ccc1O | -2 | 415 | -3% | nt | nt | i | 35
CC1=Nc2cc(C(=O)N3CCC4(CC3)OCCO4)ccc2Sc2ccc(Cl)cc21 | -2 | 718 | -5% | nt | nt | i | 22
(more compounds)
SMILES | Hep lipid drop | Hep lipid drop cells 6.5 µM | Salmonella PhoP GFP | b-catenin transl | Insulin prom up | T cell modulator | T cell modulator vesicle-bound % | others
Cc1ccc(NC(=O)[C@@H](NC(=O)N2C[C@H]3C[C@@H](C2)c2cccc(=O)n2C3)C(C)C)cc1 | -15 | 763 | -4% | nt | nt | i | 58
CCOc1ccc(CN2CCCC(C(=O)c3ccccc3OC)C2)cc1 (stereo not drawn) | -17 | 801 | 6% | nt | nt | i | 58
c1ccc(CN2CCc3nc4ccccc4cc3C2)cc1 | 5 | 686 | 25% | nt | nt | i | 51
CCNCC(O)c1cccc(O)c1 (stereo not drawn) | -3 | 775 | -6% | nt | nt | i | 18
O=S(=O)(NC1CN2CCC1CC2)c1ccc(Cl)cc1 (stereo not drawn) | 16 | 807 | 6% | nt | nt | i | 22
N#Cc1ccc(Cn2cc(C=O)c3ccccc32)cc1 | -3 | 767 | 3% | nt | nt | i | 69
CCc1ccc(N2C(=O)CC(=O)NC2=O)cc1 | 2 | 864 | 4% | nt | nt | i | 55
COc1ccc2c(C)c(CCC(=O)N3C[C@H]4C[C@@H](C3)c3cccc(=O)n3C4)c(=O)oc2c1 | -4 | 733 | 4% | nt | nt | i | 8
COc1ccc(CNCCc2ccc3c(c2)OCO3)cc1Br | 3 | 849 | 4% | nt | nt | i | 24
COC(=O)COc1ccc(/C=C2\C(=O)NC(=S)N(c3ccc(C)cc3)C2=O)cc1OC | 4 | 702 | 6% | nt | nt | i | 52
CC(Cc1ccccc1)N1Cc2ccccc2C1 (stereo not drawn) | -3 | 835 | 1% | nt | nt | i | 22
O=c1c2ccccc2nc(/C=C/c2ccc(F)cc2)n1-c1ccccc1O | 27 | 681 | 10% | nt | nt | i | 22
CN1CCN(C(=O)O[C@H]2c3nccnc3C(=O)N2c2ccc(Cl)cn2)CC1 | 4 | 735 | 16% | nt | nt | i | 54
O=[N+]([O-])c1cnc2ccc3ccccc3c2c1 | -10 | 803 | 12% | nt | nt | i | 38
COc1ccc(-n2c(O)c(/C=C3\C=Nc4ccc(Br)cc43)c(=O)[nH]c2=O)c(OC)c1 | 10 | 411 | 4% | nt | nt | i | 32
CCCc1cc(=O)oc2cc(OCC(=O)N3CCN(Cc4ccc5c(c4)OCO5)CC3)ccc12 | -4 | 649 | 4% | nt | nt | i | 48
CCN1CCN(C(=O)COc2ccc(S(=O)(=O)Nc3ccc(Cl)cc3)cc2)CC1 | -1 | 881 | 3% | nt | nt | i | 19
CCCCCn1c(=O)c(C(=O)Nc2cccc(C)n2)c(O)c2ccccc21 | 4 | 816 | -2% | nt | nt | i | 17
O=C(CCC(=O)N1C[C@H]2C[C@@H](C1)c1cccc(=O)n1C2)NCc1cccc(C(F)(F)F)c1 | -2 | 813 | 13% | nt | nt | i | 40
Cc1ccc(N2C(=O)NC(=O)/C(=C\c3cn(CC(=O)O)c4ccccc34)C2=O)cc1 | -4 | 820 | 11% | nt | nt | i | 32
CCN(CC)S(=O)(=O)c1ccc(C(=O)NC2CN3CCC2CC3)cc1 (stereo not drawn) | -1 | 425 | -10% | nt | nt | i | 54
COc1ccc(CCNC2CCCCCC2)cc1 | -12 | 807 | -5% | nt | nt | i | 50

Compound activity (PubChem BioAssay)
